High-throughput results (PubChem BioAssay)
ABCG2 inh: ABCG2 efflux pump inhibitors, primary screen, multiplex with ABCB1, IgMXP3 cells, flow cytometry; Broad substrate specificity ATP-binding cassette transporter ABCG2 (Homo sapiens), Q9UNQ0; JC-1 efflux; inhibition, % at 6.6 µM; hit rate 0.1% among 190,000; AID 1325, 2008;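 active = inhibition above 80%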;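 note: 0% = DMSO and 100% = nicardipine control wells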
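Test system: IgMXP3 (ABCG2) plus far-red-tagged CCRF-Adr (ABCB1) cells / Amount: 3 million cells/mL in well / Reagent: JC-1 transporter substrate / Timing: 10 min compound exposure, 25 °C / Signal: flow cytometry, 530 nm JC-1 signal / Read-out: percent efflux inhibition, scaled nicardipine 100% to DMSO 0% / Benchmarks: nicardipine as high control, DMSO as low control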
Avidin fluor: green autofluorescence of compounds with avidin beads – biophysical, 488/530 nm, flow cytometry, artefact control, profiling panel; fluorescence (KMESF) at 10 µM; hit rate 0.38% among 220,000; compound fluorescence 488/530 nm; active compounds read high; in the data active = fluorescence above about 47; note: inactives centre near 10
Rac1 act GTP bind: GTP binding modulators of activated mutant Rac1, primary screen, biochemical, bead-based flow cytometry, multiplex, fluorescent GTP; GST-Rac1 activated beads; actives lie on both sides; 100% means binding = to untreated wells; hit rate 0.11% among 190,000; Ras-related C3 botulinum toxin substrate 1 (Homo sapiens), P63000; percent activity (GTP binding), % at 10 µM;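 active = GTP binding at least 20 percentage points away from the 100% baseline, in either direction, so actives lie on both sides; inconclusive = Compound likely fluorescent itself, or too few beads counted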
Cdc42 wt: modulators of GTP binding to wildtype Cdc42, primary screen, biochemical, multiplex bead flow cytometry, Bodipy-GTP; Cell division control protein 42 homolog (Homo sapiens), P60953; GST-Cdc42 beads; actives lie on both sides; percent activity (GTP binding), % at 10 µM; hit rate 0.2% among 190,000; AID 761, 2007;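 active = percent activity GTP binding at least 20 points away from the 100% baseline, either down as inhibitor or up as activator; inconclusive = compound flagged as likely green fluorescent from well-wide comparison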;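 note: median bead fluorescence of bound Bodipy-FL-GTP at 100 nM; 0% = excess unlabeled GTP control and 100% = no compound control; below 100% means less GTP binding so inhibitor and above means activator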
ABCB1 inh: ABCB1 efflux pump inhibitors, primary screen, cell-based, multiplex, flow cytometry, ABCG2 counter-screen; hit rate 0.067% among 190,000; ATP-dependent translocase ABCB1 (Homo sapiens), P08183; inhibition, % at 6.6 µM; CCRF-Adr cells, JC-1 efflux; in the data active = inhibition above about 40%;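 note: 0% = vehicle and 100% = reference inhibitor; higher value means more JC-1 retained so stronger ABCB1 efflux block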
Target sequence (P08183 whole entry, looked up): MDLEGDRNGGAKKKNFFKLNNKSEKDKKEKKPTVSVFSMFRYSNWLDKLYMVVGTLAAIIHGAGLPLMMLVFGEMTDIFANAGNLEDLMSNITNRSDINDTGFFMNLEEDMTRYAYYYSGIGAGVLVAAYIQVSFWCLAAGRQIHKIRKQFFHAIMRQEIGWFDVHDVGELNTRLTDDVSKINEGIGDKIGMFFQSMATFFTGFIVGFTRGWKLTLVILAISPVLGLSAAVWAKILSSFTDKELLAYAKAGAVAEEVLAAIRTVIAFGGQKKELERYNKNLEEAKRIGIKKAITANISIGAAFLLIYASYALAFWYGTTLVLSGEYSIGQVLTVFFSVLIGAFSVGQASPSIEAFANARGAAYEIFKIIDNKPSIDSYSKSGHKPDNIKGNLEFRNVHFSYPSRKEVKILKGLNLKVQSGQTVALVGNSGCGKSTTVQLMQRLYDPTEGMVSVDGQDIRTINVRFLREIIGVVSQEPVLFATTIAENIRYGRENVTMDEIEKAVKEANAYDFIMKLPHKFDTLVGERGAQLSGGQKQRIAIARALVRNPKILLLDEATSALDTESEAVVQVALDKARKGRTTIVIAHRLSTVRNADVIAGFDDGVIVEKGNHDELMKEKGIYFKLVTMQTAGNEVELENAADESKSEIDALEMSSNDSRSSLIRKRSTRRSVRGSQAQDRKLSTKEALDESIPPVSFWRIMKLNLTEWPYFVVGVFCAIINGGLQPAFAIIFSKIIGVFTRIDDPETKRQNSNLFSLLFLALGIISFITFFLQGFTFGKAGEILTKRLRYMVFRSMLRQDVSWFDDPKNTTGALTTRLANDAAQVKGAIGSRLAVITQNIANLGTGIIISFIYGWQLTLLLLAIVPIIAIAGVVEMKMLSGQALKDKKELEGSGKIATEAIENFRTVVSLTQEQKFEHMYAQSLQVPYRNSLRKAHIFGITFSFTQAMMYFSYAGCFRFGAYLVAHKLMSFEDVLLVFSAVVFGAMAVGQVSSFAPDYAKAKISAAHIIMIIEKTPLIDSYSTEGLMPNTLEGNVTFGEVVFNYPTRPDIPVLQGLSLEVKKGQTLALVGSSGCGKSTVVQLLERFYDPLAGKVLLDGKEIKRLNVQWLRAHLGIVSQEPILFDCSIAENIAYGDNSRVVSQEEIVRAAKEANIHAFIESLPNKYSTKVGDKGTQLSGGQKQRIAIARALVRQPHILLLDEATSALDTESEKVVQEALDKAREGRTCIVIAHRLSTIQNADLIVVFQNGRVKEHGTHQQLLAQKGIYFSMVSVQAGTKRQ
Pf gametocyte: late stage P. falciparum gametocyte viability inhibitors, primary screen, ATP luminescence, HTS; hit rate 0.065% among 150,000; inhibition, % at 10.9 µM; P. falciparum stage V gametocytes, 24 h;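 active = inhibition above the mean plus 3 SD of compounds within the control limits, set per campaign, cut at about 38% in these data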;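 note: 0% = DMSO wells and 100% = medium only without gametocytes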
GSH fluor: compound fluorescence on glutathione beads, profiling panel, artefact control, biophysical, 488/530 nm, flow cytometry; GSH beads flow cytometry, compound fluorescence 488/530 nm; active compounds read high; fluorescence (KMESF) at 10 µM; hit rate 0.25% among 190,000; AID 1776, 2009; in the data active = fluorescence above about 89;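 note: glutathione beads carrying GST-tagged Bcl family fusion proteins plus one bare bead set; values are compound well signal with DMSO vehicle wells as background; inactives centre near 16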
Rac1 wt GTP bind: wildtype Rac1 GTP binding modulators, primary screen, biochemical, GST-Rac1 beads, flow cytometry, multiplex | fluorescent GTP binding; actives lie on both sides; 0 = cold GTP competed, 100 = untreated | hit rate 0.27% among 190,000 | GTP binding activity (% of control), % at 10 µM | Ras-related C3 botulinum toxin substrate 1 (Homo sapiens), P63000;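 active = GTP binding activity at least 20 points away from the 100% control level, either lower or higher; inconclusive = compound flagged as likely green fluorescent, judged across all proteins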
HRas wt GTP: modulators of GTP binding to HRas wildtype, primary screen, biochemical, bead-based flow cytometry, multiplex | GST-Ras wt beads, Bodipy-FL-GTP binding; actives lie on both sides | GTP binding activity, % at 10 µM | hit rate 0.14% among 190,000;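 active = GTP binding activity at least 20% away from the 100% baseline, either lowered as inhibitor or raised as activator; inconclusive = flagged as likely green fluorescent, judged across all proteins in the well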;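 note: 0% = unlabeled GTP competition control and 100% = no-compound control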
Rab7 wt GTP bind: modulators of GTP binding to Rab7, primary screen, biochemical, wildtype, multiplex bead flow cytometry; hit rate 0.055% among 190,000; GTP binding activity (percent of control), % at 10 µM; Rab7 GTPase wild type (dog), Bodipy-FL-GTP binding; GST-Rab7 beads, fluorescent GTP binding; actives lie on both sides; untreated = 100%, excess cold GTP = 0%;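 active = fluorescent GTP binding to Rab7 beads changed by at least 20 points from the 100% baseline, either direction, mostly lower; inconclusive = compound itself probably fluorescent, or too few beads counted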;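 note: median green fluorescence of bound Bodipy-FL-GTP per Rab7 bead population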
Rab2 wt GTP: modulators of GTP binding to Rab2A wildtype, primary screen, biochemical, dog, bead-based flow cytometry, multiplex; Ras-related protein Rab-2A (Canis lupus familiaris), P61105; GST-Rab2 wt beads, Bodipy-GTP binding; GTP binding activity, % at 10 µM; hit rate 0.19% among 190,000; AID 760, 2007;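 active = GTP binding activity at least 20 points away from 100%, either lowered or raised; inconclusive = signal likely due to the compound's own green fluorescence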;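 note: 0% = beads with excess unlabeled GTP and 100% = no-compound control corrected for plate trend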
* marks the source's active call; other numbers are inactive results; ? = inconclusive; / = no result given.

SMILES | ABCG2 inh | Avidin fluor | Rac1 act GTP bind | Cdc42 wt | ABCB1 inh | Pf gametocyte | GSH fluor | Rac1 wt GTP bind | HRas wt GTP | Rab7 wt GTP bind | Rab2 wt GTP
N=C1c2ccccc2CN1NC(=O)COc1ccc(Cl)cc1 | 4 | 7 | 96 | 101 | 1.8 | 4 | 15 | 103 | 94 | 101 | 98
CC(NO)/C(=N\O)c1cccs1 (stereo not given) | 7 | 14 | 100 | 102 | -0.2 | 4 | 37 | 107 | 99 | 97 | 101
O=C(Cc1cnn(-c2ccccc2)c1)c1ccc(O)c(O)c1O | 1 | 10 | 96 | 96 | -0.4 | -51 | 35 | 100 | 97 | 100 | 95
COC(=O)/C=c1/sc2n(c1=O)CCN=2 | 0 | 13 | 101 | 105 | -0.2 | -22 | 21 | 103 | 103 | 99 | 102
COc1ccc(C2Nc3ccccc3C(=O)N2c2ccc(C)cc2)cc1COc1ccccn1 (stereo not given) | 0 | 14 | 100 | 99 | 0.2 | / | 19 | 101 | 98 | 99 | 98
COc1ccc(CNS(=O)(=O)NCc2ccc(C)cc2)cc1OC | 4 | 13 | 96 | 100 | 0.1 | 3 | 10 | 102 | 97 | 95 | 99
Cc1ccccc1NC(=O)c1ccc(CN2CCc3ccccc3C2)cc1 | 1 | 30 | 93 | 99 | 0.4 | / | 18 | 96 | 97 | 97 | 95
Cc1cc(OCCCCNC(C)C)cc(C(C)C)c1 | 0 | 13 | 99 | 100 | 0.3 | / | 16 | 103 | 101 | 102 | 100
O=C(NCc1ccncc1)C(=O)NCc1ccncc1 | 1 | 9 | ? | ? | 0.3 | 2 | 21 | ? | ? | ? | ?
Fc1ccc(-c2cnc[nH]2)cc1 | 12 | 8 | 99 | 100 | 1.0 | / | 19 | 101 | 100 | 100 | 101
COc1ccc(CCNc2c([N+](=O)[O-])c(=O)oc3ccccc23)cc1OC | 4 | 34 | ? | ? | 1.9 | / | 21 | ? | ? | ? | ?
Cc1cc(C(=O)CSc2n[nH]c(N)n2)c(C)n1-c1cccc(F)c1 | 2 | 10 | 96 | 99 | 0.6 | -5 | 22 | 97 | 100 | 100 | 100
COc1ccc(-c2ncccc2O)cc1 | 2 | 12 | 96 | 100 | 1.2 | / | 49 | 104 | 99 | 97 | 98
Cc1cc(C)nc(/N=C2\NC(=O)CC(C(=O)O)N2c2ccc(Cl)cc2)n1 (stereo not given) | 1 | 9 | 98 | 101 | 0.4 | / | 21 | 104 | 101 | 100 | 99
COc1ccc(CCN(C)S(=O)(=O)c2ccc(Cl)nc2)cc1OC | 15 | 13 | 98 | 99 | 4.5 | 15 | 9 | 97 | 96 | 95 | 95
COc1cc2[nH]c(=S)n(C3CCCC3)c(=O)c2cc1OC | 18 | 4 | 103 | 108 | 0.5 | / | 41 | 114 | 102 | 101 | 103
CCCC(=O)NCn1nnc(-c2ccc(Cl)cc2)n1 | 5 | 50* | ? | ? | 1.0 | 14 | 43 | ? | ? | ? | ?
Cc1ccc(SCC(=O)NN=C2CCN(C)CC2)cc1 | 0 | 8 | 95 | 95 | 0.1 | 8 | 15 | 96 | 97 | 106 | 99
COc1ccccc1-n1cnnc1SC(C)C(=O)Nc1ccc(NC(C)=O)cc1 (stereo not given) | -1 | 10 | 94 | 96 | -0.1 | -5 | 15 | 99 | 97 | 97 | 95
COCC(=O)n1cc(C(=O)OC)c2ccccc21 | 1 | 14 | 98 | 99 | -0.4 | / | 15 | 101 | 99 | 96 | 99
Cc1ccc(C)c(N2CCN(S(=O)(=O)c3c(C)noc3/C=C/N(C)C)CC2)c1 | 14 | 7 | 99 | 99 | 3.9 | -13 | 32 | 103 | 100 | 100 | 101
COc1ccc(/C=C2\CCc3ccccc3C2=O)cc1Cn1nc(C)cc1C | 6 | 6 | 96 | 100 | 2.2 | -3 | 32 | 97 | 98 | 97 | 98
Cc1nn(-c2ccc3nnc(Br)n3n2)c(C)c1Br | 5 | 8 | 95 | 95 | 0.2 | / | 5 | 91 | 95 | 95 | 92
O=C(Nc1cccc(C(F)(F)F)c1)c1cc2ncc(Br)cn2n1 | 7 | 2 | 101 | 103 | -0.6 | / | 37 | 108 | 99 | 99 | 100
CCn1c(SC(C)C)nnc1C1CCN(S(=O)(=O)c2ccc(OC)cc2)CC1 | 1 | 31 | 98 | 101 | 0.3 | / | 13 | 99 | 101 | 98 | 97
O=C1C2C3c4ccccc4C(c4ccccc43)[C@@H]2C(=O)N1c1nc(-c2ccccc2)cs1 (stereo not given in full) | 4 | 11 | 102 | 99 | 0.7 | 3 | 10 | 106 | 102 | 103 | 103
CCOC(=O)c1c(N)c(C#N)c2n1CCCC2 | 0 | 8 | 100 | 105 | 0.2 | -14 | 20 | 101 | 105 | 101 | 105
COc1ccc(NC(=O)CN2CCC3(O)CCCCC3C2c2cc(OC)ccc2OC)cc1 (stereo not given) | 8 | 28 | 94 | 97 | 3.0 | / | 55 | 93 | 97 | 97 | 93
O=C(NC1CCCCC1)NC1CC2CCC(C1)N2C(=S)NCc1ccco1 (stereo not given) | 2 | 11 | 101 | 107 | 0.7 | -4 | 23 | 103 | 104 | 103 | 105
Cn1c(COc2ccc([N+](=O)[O-])cc2)nnc1SCC(N)=O | 5 | 12 | 94 | 99 | 0.6 | 5 | 14 | 101 | 97 | 97 | 100
Clc1ccc(C2CC(c3cccs3)n3ncnc3N2)cc1Cl (stereo not given) | 2 | 7 | 98 | 100 | 0.8 | / | 16 | 98 | 98 | 98 | 101
CSc1cccc(NC(=O)C2CCCN(S(=O)(=O)c3cnc[nH]3)C2)c1 (stereo not given) | 0 | 4 | 98 | 99 | 0.2 | / | 14 | 104 | 98 | 93 | 100
COc1cccc(NC(=O)CCN2C(=O)c3ccccc3S2(=O)=O)c1 | 5 | 8 | 97 | 101 | 0.4 | / | 13 | 106 | 102 | 102 | 101
CCC(C)NCCOCCSc1ccc(Cl)cc1 (stereo not given) | 1 | 9 | 95 | 100 | 0.2 | -5 | 25 | 95 | 101 | 100 | 101
COc1ccc(N2CCN(C(=O)CCNC(=O)Cn3ccc4ccccc4c3=O)CC2)cc1 | 6 | 11 | 97 | 99 | 0.9 | 5 | 18 | 100 | 98 | 101 | 97
Cn1nc(C(=O)OCc2ccccc2F)c2ccccc2c1=O | 11 | 11 | 96 | 100 | 1.7 | 18 | 26 | 100 | 99 | 104 | 98
NNC(=O)CNC(c1ccccc1)c1cc(Br)ccc1NC(=O)c1ccc(Br)cc1 (stereo not given) | 16 | 3 | 96 | 100 | 4.4 | 5 | 10 | 103 | 97 | 102 | 99
Cc1ccc(C(=O)NCCn2ccc3ccccc32)cc1[N+](=O)[O-] | 2 | 23 | 95 | 98 | -0.1 | 14 | 11 | 100 | 99 | 101 | 100
O=C1CCCC(O)=C1N=Nc1cccc(C(=O)O)c1 | 0 | 21 | 93 | 95 | 0.3 | -3 | 12 | 95 | 96 | 95 | 94
COc1ccc(OC)c(N(CC(=O)Nc2ccccc2C(=O)NCc2ccco2)S(C)(=O)=O)c1 | 1 | 30 | 99 | 101 | 1.2 | 0 | 17 | 102 | 100 | 101 | 100

Six consecutive compounds from above, for reference:
SMILES | ABCG2 inh | Avidin fluor | Rac1 act GTP bind | Cdc42 wt | ABCB1 inh | Pf gametocyte | GSH fluor | Rac1 wt GTP bind | HRas wt GTP | Rab7 wt GTP bind | Rab2 wt GTP
COc1ccc(N2CCN(C(=O)CCNC(=O)Cn3ccc4ccccc4c3=O)CC2)cc1 | 6 | 11 | 97 | 99 | 0.9 | 5 | 18 | 100 | 98 | 101 | 97
Cn1nc(C(=O)OCc2ccccc2F)c2ccccc2c1=O | 11 | 11 | 96 | 100 | 1.7 | 18 | 26 | 100 | 99 | 104 | 98
NNC(=O)CNC(c1ccccc1)c1cc(Br)ccc1NC(=O)c1ccc(Br)cc1 (stereo not given) | 16 | 3 | 96 | 100 | 4.4 | 5 | 10 | 103 | 97 | 102 | 99
Cc1ccc(C(=O)NCCn2ccc3ccccc32)cc1[N+](=O)[O-] | 2 | 23 | 95 | 98 | -0.1 | 14 | 11 | 100 | 99 | 101 | 100
O=C1CCCC(O)=C1N=Nc1cccc(C(=O)O)c1 | 0 | 21 | 93 | 95 | 0.3 | -3 | 12 | 95 | 96 | 95 | 94
COc1ccc(OC)c(N(CC(=O)Nc2ccccc2C(=O)NCc2ccco2)S(C)(=O)=O)c1 | 1 | 30 | 99 | 101 | 1.2 | 0 | 17 | 102 | 100 | 101 | 100

(more compounds)
SMILES | ABCG2 inh | Avidin fluor | Rac1 act GTP bind | Cdc42 wt | ABCB1 inh | Pf gametocyte | GSH fluor | Rac1 wt GTP bind | HRas wt GTP | Rab7 wt GTP bind | Rab2 wt GTP
COc1cc(/C=N/NC(=O)CC#N)cc(Br)c1O | 2 | 10 | 94 | 95 | 0.3 | 22 | 26 | 89 | 90 | 91 | 92
O=S(=O)(c1ccccc1)c1nc(-c2cccs2)oc1NCCCn1ccnc1 | 3 | 5 | 101 | 103 | 0.4 | -13 | 43 | 101 | 100 | 100 | 102
CCOC(=O)c1c(NC(=O)C2CCCO2)sc(C(=O)OC(C)(C)C)c1C (stereo not given) | 5 | 6 | 99 | 102 | 0.8 | 8 | 16 | 100 | 102 | 100 | 100
CC(C)Oc1nc(-c2ccccc2O)nc2ccccc12 | 4 | 8 | 95 | 97 | -0.1 | -8 | 23 | 100 | 96 | 93 | 94

Hits appear at their usual frequency (roughly 1.1% active in at least one column).
